High-throughput results: PubChem BioAssay, Sanford-Burnham Center for Chemical Genomics
Gli-Sufu antag: antagonists of Gli-Sufu signaling. Sufu-KO-LIGHT fibroblasts, Gli luciferase reporter luminescence. inhibition, % at 5 µM. 340,000 tested, 0.74% active. AID 588413;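 active = inhibition above about 55%, limit read from the data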;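 also: 0% = DMSO-treated cells and 100% = wells with medium but no cells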
CCR6 antagonist: CCR6 (human) receptor antagonism | CHO-K1 CCR6 PathHunter beta-arrestin, luminescence, CCL20-stimulated | inhibition, % at 20 µM | P51684 | AID 493098 | 340,000 tested, 0.49% active;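 active = compounds whose inhibition of the agonist-driven luminescence signal at 20 µM reaches about 50%, limit read from the data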;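 also: cells stimulated with CCL20 at 14 nM final; plate controls were DMSO with CCL20 for no effect and DMSO without agonist for full effect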
Target sequence (P51684 whole entry, looked up): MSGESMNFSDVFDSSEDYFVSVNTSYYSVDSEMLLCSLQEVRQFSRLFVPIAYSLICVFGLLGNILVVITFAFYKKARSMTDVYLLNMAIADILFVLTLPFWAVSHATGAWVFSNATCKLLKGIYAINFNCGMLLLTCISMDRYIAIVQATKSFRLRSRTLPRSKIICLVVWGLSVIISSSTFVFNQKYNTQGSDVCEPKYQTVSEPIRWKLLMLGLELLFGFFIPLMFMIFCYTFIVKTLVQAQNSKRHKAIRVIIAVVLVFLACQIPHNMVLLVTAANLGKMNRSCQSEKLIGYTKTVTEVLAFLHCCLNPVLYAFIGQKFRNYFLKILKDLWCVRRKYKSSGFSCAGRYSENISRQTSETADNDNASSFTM
GRIN3A LBD mod: modulates the human NR3A ligand-binding domain | NR3A LBD differential scanning fluorimetry, Tm shift; 0% = protein alone, 100% = glycine-bound protein | Tm shift relative to glycine control, % at 25 µM | 340,000 tested, 2.5% active | AID 1259313;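 active = melting temperature shift of at least 10% of the positive control shift, at one fixed dose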
A3A deaminase: blocks human APOBEC3A ssDNA deamination; P31941; recombinant A3A, FAM/TAMRA ssDNA deamination fluorescence; inhibition, % at 20 µM; 330,000 tested, 0.41% active; AID 493011;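 active = at least 40% inhibition at 20 µM here, with at most 30% in a related deaminase screen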;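 also: plate controls were A3A with DMSO for no effect and wells lacking A3A enzyme for full effect; some results filed as inactive read as strong as hits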
Target sequence (P31941 whole entry, looked up): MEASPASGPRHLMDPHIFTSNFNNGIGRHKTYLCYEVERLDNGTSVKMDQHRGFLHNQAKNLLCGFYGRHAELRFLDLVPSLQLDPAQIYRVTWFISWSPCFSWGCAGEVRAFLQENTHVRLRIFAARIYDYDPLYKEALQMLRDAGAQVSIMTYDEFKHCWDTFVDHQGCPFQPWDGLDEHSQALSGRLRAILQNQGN
EBI2 block: blocks human EBI2 receptor beta-arrestin signaling; 360,000 tested, 0.81% active; EBI2 beta-arrestin recruitment, luminescence, 7a,25-OHC stimulated; P32249; inhibition, % at 5 µM; in the data active = inhibition above about 38%;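 also: enzyme fragment complementation signal reports receptor beta-arrestin coupling in cells; 0% = agonist plus DMSO wells and 100% = wells without agonist; some results beyond the cut were filed as inactive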
A3G deaminase: APOBEC3G (human) deaminase inhibition. recombinant A3G, ssDNA deamination FAM/TAMRA fluorescence. inhibition, % at 20 µM. 330,000 tested, 0.28% active. Q9HC16;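 active = inhibition of at least 40% at 20 µM, with no more than 30% in the related APOBEC3A deaminase screen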;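 also: plate controls were DMSO wells with A3G for no effect and wells lacking A3G enzyme for full effect; some compounds called inactive have numbers as strong as hits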
MPTP inh: permeability transition pore inhibition; inhibition, % at 10 µM; AID 602449; isolated mouse mitochondria, Ca2+ swelling absorbance, 30 min; 360,000 tested, 1.4% active;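 active = inhibition of 50% or more, scaled per plate between neutral and stimulator controls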;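 also: 0% = DMSO wells given calcium and 100% = 1 mM EGTA wells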
CXCR6 inh: blocks human CXCR6 beta-arrestin recruitment; AID 602244; inhibition, % at 20 µM; 360,000 tested, 0.36% active; O00574; CHO-K1 PathHunter CXCR6 beta-arrestin, luminescence; in the data active = inhibition above about 34%, passing the limit was not always enough;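 also: antagonist mode with CXCL16 agonist at 10 nM final; 0% = 10 nM CXCL16 with DMSO and 100% = unstimulated wells without agonist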
Target sequence (O00574 whole entry, looked up): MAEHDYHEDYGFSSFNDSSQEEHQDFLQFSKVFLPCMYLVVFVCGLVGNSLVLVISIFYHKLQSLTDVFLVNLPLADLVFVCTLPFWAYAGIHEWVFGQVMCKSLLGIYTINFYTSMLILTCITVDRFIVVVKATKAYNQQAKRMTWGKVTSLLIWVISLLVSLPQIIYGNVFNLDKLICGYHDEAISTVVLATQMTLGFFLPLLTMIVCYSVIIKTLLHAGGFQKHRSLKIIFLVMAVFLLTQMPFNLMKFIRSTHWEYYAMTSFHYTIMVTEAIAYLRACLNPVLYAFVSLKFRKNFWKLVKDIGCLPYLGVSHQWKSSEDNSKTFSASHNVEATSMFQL
Starred values were filed as active, the others as inactive; . = no result given. Not a hit list. About 5.8% of those tested had a hit in this group.

SMILES	Gli-Sufu antag	MPTP inh	CXCR6 inh	A3G deaminase	A3A deaminase	EBI2 block	CCR6 antagonist	GRIN3A LBD mod
CC1CCC(NC(=O)CSc2nnnn2C)CC1 (stereo not given)	-7	-1.3	-2	-6	-3	14	2	1
NC(C(=O)O)C(c1ccccc1)C(F)F (stereo not given)	-5	.	.	-8	-1	.	3	0
O=C(N/N=C/c1ccc([N+](=O)[O-])cc1)c1cc(-c2ccc3c(c2)OCO3)n[nH]1	0	-0.6	5	25	12	-4	-10	2
Cc1cc(O)cc(=O)n1Cc1ccco1	2	-5.6	-12	-3	-3	-27	-10	0
Cc1ccc(/C=C2\NC(=S)NC2=O)cc1[N+](=O)[O-]	-3	0.5	-2	-2	4	-6	12	1
Cc1c(N/C=C/C(=O)c2ccc(Cl)cc2)c(=O)n(-c2ccccc2)n1C	-3	0.2	-2	-2	0	8	8	0
COc1ccc(NC(=O)COC(=O)/C=C/C(=O)OCC(=O)Nc2ccc(OC)c(Cl)c2)cc1Cl	0	-0.7	2	-6	16	17	10	6
Cc1cc(C)n2nc(SCC#N)nc2n1	5	-1.1	5	4	97*	-9	9	-1
COc1cc2sc(-c3ccccc3OC)c(-c3ccc(OCCN4CCOCC4)cc3)c2cc1OC	5	-2.0	1	1	0	8	16	6
O=C(NCc1ccco1)C(=O)c1c[nH]c2ccccc12	15	0.5	-6	-2	1	-4	-5	-1
CCOC(=O)c1ccc(-c2c(-c3ccc(OC)cc3)oc(=O)c3cc(OC)c(OC)cc23)cc1F	46	0.5	-2	-4	1	4	12	1
CC(C(=O)N1CCCc2ccccc21)N1CCN(c2ccccn2)CC1 (stereo not given)	4	-0.6	3	2	-11	8	17	0
COc1ccc(S(=O)(=O)N2CCOC23CCN(S(=O)(=O)c2ccc([N+](=O)[O-])cc2)CC3)cc1	14	0.8	-24	-1	0	-24	2	2
O=C(CN1CCN(S(=O)(=O)/C=C/c2ccccc2)CC1)Nc1ccccc1N1CCOCC1	-1	0.4	6	-5	-7	6	8	0
C/C(=N\NC(=O)NC1CCCCC1)c1ccc(OC(F)F)cc1OC(F)F	-3	3.2	-3	1	2	5	-1	0
COC(=O)c1cc(S(=O)(=O)N2CCCCCC2)c[nH]1	4	-1.0	-17	-5	1	-5	-10	-2
CN(CCCN1CCOCC1)C(=O)c1ccc2nc(Cc3cccc(Cl)c3)oc2c1	21	-0.4	10	-1	-2	8	1	-2
Cc1ccc(/C=C/C(=O)O)cc1S(=O)(=O)Nc1ccc(C(=O)O)cc1	2	1.6	-16	2	0	6	6	0
Cc1ccc(OCCCC(=O)NC(C)c2ccccc2)c(C)c1 (stereo not given)	5	2.7	9	1	-1	16	4	-5
O=C(N=Nc1c(O)[nH]c2ccc(Br)cc12)c1cc(-c2cccs2)nc2ccccc12	8	6.1	-5	.	.	-20	16	-3
CCCC[N+](CC#CCO)(CC#Cc1ccccc1)CCCC	10	1.4	0	-13	-4	-7	15	4
CCOC(=O)C(C)n1ncn2cccc2c1=O (stereo not given)	25	-0.5	1	-4	0	3	3	0
O=C(CSc1nc(-c2ccc(F)cc2)cs1)N1CCc2ccccc21	-1	1.3	2	-3	1	0	5	-5
COc1ccccc1-n1cc2ccc([N+](=O)[O-])cc2n1	-45	1.1	-3	1	3	-7	10	0
CCOC(=O)[C@H]1[C@H]2COc3ccc(C)cc3[C@@H]2N2C(=O)[C@@H](CO)NC(=O)[C@@]12C	-11	0.6	-2	-7	1	-14	8	0
O=[N+]([O-])c1ccc(S(=O)(=O)Nc2ccncc2)cc1	18	0.0	-9	-10	-10	-11	-11	0
O=C(COC(=O)c1n[nH]c2ccccc12)NC(=O)NCc1ccco1	-1	0.0	-10	-2	-1	-10	20	1
Cc1cc(=O)[nH]c2c(N=Nc3ccc(O)cc3)c(N)nn12	11	-0.3	14	.	.	5	29	6
Cc1ccc(OCCn2c(=O)oc3ccc(C)cc32)cc1	-23	-0.5	2	-5	-4	8	16	3
CCS(=O)(=O)N1CCCC(C(=O)NCCc2ccccc2)C1 (stereo not given)	2	-0.6	0	-7	-6	3	3	1
O=C(NCc1cccc(F)c1)C1CCN(S(=O)(=O)Cc2ccccc2)CC1	-3	0.5	-2	0	1	13	6	1
CCCNC(=O)C(=O)NCC(c1ccc2c(c1)OCO2)N1CCN(c2ccc(F)cc2)CC1 (stereo not given)	17	-0.9	0	4	-2	14	5	1
CC(=O)NS(=O)(=O)c1ccc(NC(=S)NC(=O)CC(C)C)cc1	0	-0.9	-6	-4	4	-3	22	-1
NC(=O)CSc1nnc(Cc2csc(Nc3ccc(F)cc3)n2)n1Cc1ccccc1	-8	0.5	4	3	3	63*	5	4
O=C1Cc2ccccc2C(=O)N1CCc1ccccc1	-6	-0.9	7	-1	1	-8	18	-1
COc1ccc(CC2(CO)CCN(S(=O)(=O)c3c(C)nn(C)c3C)CC2)cc1	5	-0.6	1	1	4	-13	7	-1
CCc1ccccc1NC(=O)Cn1nc(C(F)(F)F)cc1C1CC1	3	-1.5	-1	-6	4	3	1	2
Cc1c(C(=O)c2ccccc2)c2ccccn2c1CCc1ccccn1	8	-0.2	5	-8	-4	2	2	-1
CC1=CCC2C(=O)N(c3ccc(N4CCOCC4)cc3)C(=O)C2C1 (stereo not given)	2	-1.9	-2	-6	-1	-20	-6	1
CC(C)=CC(=O)O[C@H]1[C@@H]2[C@H](C)C(=O)O[C@@H]2C[C@@H](C)[C@@H]2[C@@H](O)CC(=O)[C@]21C	-6	-2.5	1	-7	-5	-7	-1	3
O/N=C/c1ccc2ccccc2c1	-9	-0.9	-6	-4	1	-13	-5	2
COc1cccc(OC)c1C(=O)NC(=S)NCc1ccccc1	-4	0.4	-9	-2	-1	0	3	-2
CC(=O)c1ccc(NC(=O)C2CCCN(C(=O)c3ccc(Cl)cc3)C2)cc1 (stereo not given)	-2	-0.8	1	-5	-2	2	3	0
C/C(=N/NC(=O)NC12CC3CC(CC(C3)C1)C2)c1ccccc1	-1	0.6	-1	6	0	15	7	-1
CC1CCCCC1NC(=S)NC(=O)c1sc2ccccc2c1Cl (stereo not given)	-5	11	7	-2	2	4	15	-2
O=C(NNC(=O)c1cccc2ccccc12)c1ccc(-c2ccccc2)cc1	4	34	-12	-5	-1	-18	16	-2
Cc1ccc(C(=O)COC(=O)CN2C(=O)C3C4C=CC(C4)C3C2=O)cc1C (stereo not given)	-14	0.3	1	-6	-1	-7	2	0
Oc1ccc(N2CCN(CC(O)c3ccccc3)CC2)cc1 (stereo not given)	11	1.1	-11	10	-6	-13	-21	32*
O=C(Nc1nc(-c2ccccn2)cs1)C1CC(=O)N(c2ccc3c(c2)OCCO3)C1 (stereo not given)	5	-2.0	10	-6	-6	-3	2	-8
COc1ccc(/C=C/C(=O)NC(=S)Nc2ccc(C(=O)O)cc2)cc1	4	0.8	9	.	.	-14	16	3
Cc1cc(C)cc(NC(=O)c2ccccc2NC(=O)CCC(=O)O)c1	-2	0.6	0	-4	1	-7	8	-1
O=S(=O)(/N=C(/Nc1ccccn1)c1ccc(Cl)cc1)c1ccc(Cl)cc1	-16	-0.2	6	-10	-4	-2	-8	2
CN(C)CCCOC(=O)c1ccccc1	-4	-1.3	-9	-6	-3	-1	-6	-4
O=C(COC(=O)c1ccc([N+](=O)[O-])s1)Nc1ccc(Cl)cn1	-8	0.2	-10	-5	9	4	1	-1
Cc1cc(C(=O)OCC(=O)NC2CCS(=O)(=O)C2)c(C)n1-c1ccccc1 (stereo not given)	-28	3.0	7	-8	-4	-6	-2	0
C=CC1C(N2CCOCC2)C(C)(C)S1(=O)=O (stereo not given)	-3	-0.8	3	-2	1	-5	6	0

Next section:
SMILES	Gli-Sufu antag	MPTP inh	CXCR6 inh	A3G deaminase	A3A deaminase	EBI2 block	CCR6 antagonist	GRIN3A LBD mod
COc1cc(NC(=O)c2ccco2)ccc1NC(=O)C(C)C	-4	0.9	-10	-2	0	5	7	0
Clc1ccc2[nH]c(-c3ccccc3)cc2c1	-68	2.7	0	1	0	-3	-16	20*
COC(=O)c1c(C)[nH]c(C(=O)CN2C(=O)C3CC=CCC3C2=O)c1C (stereo not given)	-32	0.1	3	-5	11	-7	6	0
Cc1ccc2cc(-c3noc(C4CCCCC4)n3)c(=O)[nH]c2c1	-4	0.3	-8	-6	-4	-1	-1	0
CCOC(=O)c1cc2c(s1)-c1ccccc1CC2	9	-1.7	-9	-7	-5	0	-2	3
O=C(/C=C/c1ccccc1[N+](=O)[O-])NCc1ccc(Cl)cc1	12	1.4	0	-6	-1	-7	-6	-8
CC1CCN(S(=O)(=O)c2ccc(N/N=C(/C#N)C(N)=O)cc2)CC1	5	-3.6	6	-7	-4	-8	33	-3
CC(=O)Nc1ccc(/C=N/NC(=O)CNC(=O)c2ccccc2)cc1	11	-1.9	-3	1	3	-4	9	1
CC(C)(CC(=O)O)CC(=O)Nc1ccc(Oc2ccc(C(C)(C)C)cc2)nc1	2	1.9	11	3	2	8	3	0
CC1CC(NC(=O)c2cc3c(=O)n4ccccc4nc3n2C)CC(C)(C)C1 (stereo not given)	-11	-0.4	9	-1	-1	10	5	-8
O=C(N/N=C/C=C\c1ccccc1[N+](=O)[O-])c1cccnc1	-15	-1.6	3	-11	-5	-15	2	-4
Cc1ccc(OCC(=O)N2CCN(S(C)(=O)=O)CC2)cc1	-5	0.7	-15	-2	1	-1	5	-2
CCCCCc1nnc(NC(=O)NS(=O)(=O)c2ccc(C)cc2)s1	24	-0.3	3	-8	-2	-11	6	-1
CC(=NNc1nc2ccccc2s1)c1ccncn1	52	1.0	45*	.	.	55*	54*	-2
Nn1c(SCC(=O)Nc2ccc3c(c2)OCO3)nnc1C1CC1	2	-0.3	-8	2	4	-6	10	-3
CCC(=O)Nc1cccc(Oc2nc(C)cc(C)c2C#N)c1	7	-0.2	-2	-10	-3	1	7	0
CCNc1nc(Oc2ccc(=O)n(-c3ccccc3)n2)nc(N2CCOCC2)n1	27	1.3	1	-7	1	-8	16	-1
CCCCNc1nc2c(c(=O)n(Cc3ccccc3)c(=O)n2C)n1C	4	1.2	-8	-7	-5	-6	1	0
O=C(NCc1ccco1)c1ccc([N+](=O)[O-])o1	-4	-2.8	-17	14	27	5	-19	-2
O=C(c1ccc(Cl)cc1)c1c[nH]cc1-c1ccccc1	-2	5.6	-8	-5	0	7	3	4
C#Cc1cccc(C(=O)N2CCCC(CCC(=O)NCc3ccccc3F)C2)c1 (stereo not given)	10	-0.3	5	-5	0	-2	3	4
COc1ccccc1C1=NOC(Cn2c(NCC3CCCO3)nc3c2c(=O)n(C)c(=O)n3C)C1 (stereo not given)	-21	-1.4	-7	-4	-6	-2	2	1
CCOC(=O)Cc1csc(NC(=O)c2ccc(F)cc2)n1	2	0.4	3	-12	-3	-2	14	1
C1CCN(c2nc(N3CCCCC3)nc(N3CCNCC3)n2)CC1	-2	1.1	-3	-2	4	-5	-15	-3
O=C(Cc1ccc(Cl)cc1)OCC(=O)c1ccc[nH]1	-1	0.6	-12	-8	-5	-7	0	0
Cc1ccc(-c2csc(N3CCC(C(N)=O)CC3)n2)cc1	-112	0.2	-5	-6	1	-2	6	-1

Reformatted: results already given
> CC1=CCC2C(=O)N(c3ccc(N4CCOCC4)cc3)C(=O)C2C1 (stereo not given)
  Gli-Sufu antag = 2
  MPTP inh = -1.9
  CXCR6 inh = -2
  A3G deaminase = -6
  A3A deaminase = -1
  EBI2 block = -20
  CCR6 antagonist = -6
  GRIN3A LBD mod = 1

> CC(C)=CC(=O)O[C@H]1[C@@H]2[C@H](C)C(=O)O[C@@H]2C[C@@H](C)[C@@H]2[C@@H](O)CC(=O)[C@]21C
  Gli-Sufu antag = -6
  MPTP inh = -2.5
  CXCR6 inh = 1
  A3G deaminase = -7
  A3A deaminase = -5
  EBI2 block = -7
  CCR6 antagonist = -1
  GRIN3A LBD mod = 3
